# Assay outcomes (PubChem BioAssay)
# AddAB inh: less growth of phage-infected E. coli with AddAB; E. coli expressing H. pylori AddAB, absorbance growth; inhibition, % at 11.9 µM; 330,000 compounds, 0.29% hits; in the data active = inhibition above about 12%;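 note: 0% = vehicle wells of infected cells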
# Ecoli viability: bacterial growth inhibition, counter-screen for AddAB inhibitors; inhibition, % at 11.9 µM; 330,000 compounds, 0.27% hits; E. coli V3065 growth, OD600 absorbance, 18 h;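 active = inhibition above the campaign's mean inhibition across all tested compounds plus 3 SD, cut at about 9.9% in these data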;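 note: uninfected addAB+ strain grown without phage in ampicillin broth; 0% = DMSO wells and 100% = ciprofloxacin 0.95 µg/ml wells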
# HTR5A inv ag: inverse agonist of human HTR5A in OPRM1-OPRD1 counter-screen; P47898; HTR5A cell line, luminescence, inverse agonism; inhibition, % at 9.3 µM; 340,000 compounds, 0.083% hits; in the data active = inhibition mostly above about 23%, no sharp cut-off; inactive = mostly below about 18%;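 note: 0% = cells with DMSO and 100% = no-cell wells with DMSO; some compounds called inactive have numbers as strong as hits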
# MOR-DOR ag: OPRM1-OPRD1 heterodimerization agonism; AID 504326; P35372+P41143; 340,000 compounds, 0.3% hits; cells, luminescence; activation, % at 9.3 µM; in the data active = activation above about 18%;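 note: 0% = vehicle-treated cells and 100% = reference agonist; values of inactives mirror those of a sister screen read the other way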
# HTR5A ag: counter-screen for OPRM1-OPRD1 agonists: human HTR5A agonism | activation, % at 9.3 µM | HTR5A agonist assay, luminescence, cell-based | 340,000 compounds, 0.61% hits | P47898; in the data active = activation mostly above about 9.5%, no sharp cut-off; inactive = mostly below about 7.6%;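 note: 0% = cells with vehicle only and 100% = reference agonist; strong numbers were not always called active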
# PKA-R1A activ: activates the PKA-R1A holoenzyme complex; 340,000 compounds, 0.083% hits; PKA-R1A dissociation, Cy5-IP20 fluorescence polarization; scaled: DMSO 0%, 113 µM cGMP 100%; activation, % at 11.4 µM; AID 504707;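 active = percent activation above the mean of all tested compounds plus 3 SD, cut at about 19% in these data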;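 note: higher means more PKAc released from R1A so a rise in polarization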
# PfHsp90 yeast 2: reduces growth (ATP signal) of yeast expressing P. falciparum Hsp90 | S. cerevisiae expressing PfHsp90, BacTiter-Glo ATP, 48 h; yeast lacking PDR1 and PDR3 efflux regulators | inhibition, % at 9.4 µM | AID 504621 | 310,000 compounds, 0.32% hits;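 active = every replicate shows inhibition above about 80%, whatever the replicate mean, limit read from the data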;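 note: 0% = DMSO neutral controls and 100% = 20 µM radicicol positive controls; yeast relying on Plasmodium falciparum Hsp90 in place of its own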
# Pemphigus Ab inh: human desmoglein-3 autoantibody binding inhibition; 310,000 compounds, 0.48% hits; binding (percent of control), % at 10 µM; P32926; AID 588358; DSG3-coupled beads, scFv-anti-DSG3-GFP binding, flow cytometry; hits give low values;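 active = binding more than 3 SD below its plate's average and above zero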;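 note: hits lower antibody fragment binding to DSG3; some compounds called inactive have numbers as strong as hits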
# Target sequence (P32926 whole entry, looked up, the tested form may be a part): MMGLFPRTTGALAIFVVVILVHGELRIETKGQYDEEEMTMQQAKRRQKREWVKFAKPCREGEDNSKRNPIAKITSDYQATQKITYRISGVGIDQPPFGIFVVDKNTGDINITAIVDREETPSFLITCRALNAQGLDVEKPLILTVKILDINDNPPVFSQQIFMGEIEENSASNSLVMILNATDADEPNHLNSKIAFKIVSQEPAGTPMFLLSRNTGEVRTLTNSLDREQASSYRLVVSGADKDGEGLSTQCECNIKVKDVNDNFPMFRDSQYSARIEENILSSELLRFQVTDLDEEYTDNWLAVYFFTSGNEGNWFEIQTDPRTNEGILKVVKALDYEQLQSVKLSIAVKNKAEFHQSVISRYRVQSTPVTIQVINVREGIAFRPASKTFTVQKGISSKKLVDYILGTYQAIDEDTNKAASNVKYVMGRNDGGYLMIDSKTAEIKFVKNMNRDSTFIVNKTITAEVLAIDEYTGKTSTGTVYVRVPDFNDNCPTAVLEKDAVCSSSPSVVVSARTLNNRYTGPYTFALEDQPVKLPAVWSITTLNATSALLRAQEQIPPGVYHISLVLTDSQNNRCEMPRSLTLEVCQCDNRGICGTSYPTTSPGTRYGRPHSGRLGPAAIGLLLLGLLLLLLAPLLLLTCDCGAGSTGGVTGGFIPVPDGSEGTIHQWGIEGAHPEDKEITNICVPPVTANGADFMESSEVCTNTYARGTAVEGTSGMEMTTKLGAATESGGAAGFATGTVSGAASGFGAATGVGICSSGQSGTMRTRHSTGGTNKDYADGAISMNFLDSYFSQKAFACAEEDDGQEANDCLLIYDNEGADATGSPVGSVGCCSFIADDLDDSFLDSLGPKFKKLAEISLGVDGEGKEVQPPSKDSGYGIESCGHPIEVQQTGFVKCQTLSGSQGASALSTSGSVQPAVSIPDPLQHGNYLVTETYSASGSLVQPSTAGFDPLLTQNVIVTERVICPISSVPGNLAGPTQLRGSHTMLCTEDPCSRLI
# Mot1-301 SUMO: SUMOylation pathway inhibition by Mot1-301 growth rescue | S. cerevisiae Mot1-301 growth rescue, ATP luminescence, 38.5C; percent above DMSO median, 100 means doubled | growth rescue, % at 18.8 µM | 320,000 compounds, 1% hits | AID 2716;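 active = every valid replicate shows activation above 250% relative to neutral control wells; inactive = the rest, any valid replicate at or below 250%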;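 note: OY570 slx delta 5 strain wells were the positive control but not used for scaling; some compounds called inactive have numbers as strong as hits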
# MOR-DOR inv ag: inverse agonist of human OPRM1-OPRD1 heterodimerization; 340,000 compounds, 0.21% hits; inhibition, % at 9.3 µM; cell-based MOR-DOR heterodimer luminescence, inverse agonism; AID 504357; P35372+P41143; in the data active = inhibition above about 22%, passing the limit was not always enough;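 note: 0% = cells with DMSO and 100% = wells without cells with DMSO; values of inactives mirror those of a sister screen read the other way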
# phage Ecoli inh: E. coli growth loss with phage present; inhibition, % at 11.9 µM; 360,000 compounds, 0.26% hits; growth absorbance; in the data active = inhibition above about 11%
# An asterisk follows results filed as active; . = not tested or not shown; + = active, no number; & = joins results of further samples.
No.	Molecule	AddAB inh	Ecoli viability	HTR5A inv ag	MOR-DOR ag	HTR5A ag	PKA-R1A activ	PfHsp90 yeast 2	Pemphigus Ab inh	Mot1-301 SUMO	MOR-DOR inv ag	phage Ecoli inh
1	O=C(Nc1nnc(CC2=CCCCC2)s1)c1cccs1	0.6	-2.1	-32.2	-1.6	0.1	-4.4	-9.4	.	-10.2	8.8	1.9
2	CCC(NC(C)C)C(O)c1ccc(O)c(O)c1 (stereo unspecified)	-0.6	-0.3	-22.9	1.1	1.2	3.8	9.3	107.9	99.3	-6.1	2.9
3	Cc1ccc2nc(C)c3c(c2c1)OC(C(C)(Cl)Br)C3 (stereo unspecified)	2.0	1.5	-19.3	3.8	7.1	5.8	5.3	101.5	162.3	-20.2	3.5
4	COc1cc(S(=O)(=O)N2CCCCC2)ccc1NC(=O)Cc1ccccc1	1.1	-3.2	-10.8	-3.4	2.6	-1.2	.	103.2	-8.0	17.2	.
5	CCC(C)c1c(O)nc(SCc2ccccc2)[nH]c1=O (stereo unspecified)	1.1	-2.4	13.3	0.7	4.8	16.4	.	102.8	1.2	-3.9	1.6
6	Cn1c(Cn2nnc3ccccc32)nnc1SCC(=O)Nc1nccs1	2.7	1.6	17.6	-3.2	4.0	-7.4	6.2	108.7	-5.7	14.2	4.7
7	CCc1ccc(-c2nc(CS(=O)CC(=O)NCCN3CCCCCC3)c(C)o2)cc1 (stereo unspecified)	1.0	-4.1	11.1	-3.0	0.3	-4.5	-31.3	105.8	0.0	15.4	0.5
8	CC(=O)Nc1cccc(NC(=O)c2csc(C)c2)c1	-0.1	-0.1	15.2	-3.3	-6.0	7.2	-19.1	100.7	-18.2	13.3	0.2
9	CSCc1ccc(C(=O)NCCSc2ccc(Br)cc2)cc1	4.8	0.9	-13.7	-0.4	5.3	-5.8	11.4	106.8	-2.4	1.7	4.9
10	Cc1cc(OCCNCCO)cc(C)c1Cl	2.4	1.8	19.8	-1.7	-8.2	-5.0	-0.6	95.4	299.8	8.3	6.2
11	O=C(COc1nsnc1N1CCOCC1)Nc1ccccc1Cl	1.3	-2.0	0.8	-2.9	2.3	8.8	-13.0	.	8.5	15.3	-0.2
12	Cc1cccnc1NC(=O)c1ccc(Cl)c(S(=O)(=O)N2CCCCCC2)c1	0.7	-0.4	15.3	-0.8	-2.2	-4.4	-3.2	114.4	7.4	4.3	1.9
13	CCC(C)Sc1ccc(-c2nc3cnccn3c2NC2CCCCC2)cc1 (stereo unspecified)	1.4	-0.3	-5.8	-0.5	-1.0	4.4	12.4	.	-15.6	2.8	3.8&-0.8
14	O=C(COC(=O)CCc1ccc(S(=O)(=O)N2CCOCC2)cc1)Nc1ncc(C(F)(F)F)cc1Cl	0.0	-0.1	-0.4	1.0	0.2	5.4	.	112.1	-7.1	-5.0	3.0
15	CCC(C)c1ccc(NC(=O)c2cccnc2)cc1 (stereo unspecified)	3.0	1.0	-10.8	-1.4	3.3	-12.6	30.7	101.3	-8.6	7.3	2.1
16	CCOc1ccc(-n2nc3c(SCCN4CCCC4)nnc(C)c3c2C)cc1	-0.6	-2.4	-6.9	-0.5	-3.6	-14.4	11.8	148.6	-12.3	3.5	3.2
17	CSc1ncc(-c2ccccc2)cn1	-1.0	-1.6	4.0	-2.1	-1.6	8.3	-10.7	100.6	80.1	10.4	3.0
18	CC(C(=O)N1CCCc2c1c(=O)oc1ccc(O)cc21)N1CCc2ccccc2C1 (stereo unspecified)	5.6	-0.9	-18.6	-0.8	-4.7	-4.4	2.9	105.5	-15.0	3.6	.
19	O=C(COC(=O)c1ccco1)Nc1nc2ccccc2s1	5.0	0.6	-8.9	-1.3	-0.5	6.2	13.7	103.4	-5.8	6.8	3.1
20	Cn1cccc1-c1cc(C(=O)N/N=C/c2ccc(Cl)cc2)[nH]n1	1.2	-0.6	-28.9	0.3	3.0	-1.1	-10.0	.	9.9	-1.9	-0.1
21	O=C1CCOc2cc(OCc3ccccc3)ccc21	0.1	1.1	-5.1	-3.8	1.0	-1.8	.	103.8	-13.7	17.2	1.6
22	O=C(N/N=C/c1ccsc1)c1c[nH]c2ccccc12	-1.3	1.0	-3.0	-0.5	-2.3	-0.4	-20.1	109.5	5.1	2.4	-2.6
23	Cc1cccc2sc(N(CCCN3CCOCC3)C(=O)CS(=O)(=O)c3ccc(F)cc3)nc12	3.0	-0.3	-2.9	3.4	-1.4	5.8	.	93.1	307.7	-22.4	0.2
24	CC(C)(C)C1CCC(C(=O)OCC(=O)Nc2ccc3[nH]c(=O)[nH]c3c2)CC1 (stereo unspecified)	-1.6	-0.3	-4.5	-0.6	1.9	5.8	-22.8	97.9	88.8	3.0	0.7
25	COc1ccccc1NC(=O)Nc1ccc(Cl)c(S(=O)(=O)Nc2ccccc2OC)c1	0.0	-2.0	18.1	2.2	4.1	-3.1	-13.5	96.4	389.6*	-14.8	4.0
26	CCOC(=O)N1CCN(C(=O)C2CCCN(S(=O)(=O)c3ccc(C)cc3)C2)CC1 (stereo unspecified)	0.6	0.9	-17.2	-0.9	3.7	-0.6	-8.2	100.8	144.0	5.1	.
27	COc1ccc(NC(=O)C(CC(C)C)NC(=O)C2CCCCC2)c(OC)c1 (stereo unspecified)	3.0	-1.4	-0.2	-1.5	0.1	2.9	7.7	99.4	.	8.2	1.1
28	O=C(NCCSc1ncc(-c2ccccc2)[nH]1)c1ccco1	5.2	1.4	-1.7	-2.1	0.6	-0.9	.	89.6	-7.6	13.1	1.6
29	COc1ccc(S(=O)(=O)N2CCN(C(=O)COc3ccc(C)c(C)c3)CC2)cc1OC	-0.5	-1.5	11.1	-3.3	-4.6	-5.4	7.6	103.8	181.6	16.9	0.4
30	CC1=NN(c2ccccc2)C(=O)C1(C)[N+](=O)[O-] (stereo unspecified)	2.1	2.2	-5.7	-1.8	-0.1	-0.8	.	108.5	156.6	9.4	3.0
31	O=C(O)COc1ccc(=O)n(-c2ccccc2)n1	1.6	-2.7	-10.8	-5.3	-1.3	-7.1	-13.9	.	+	26.6	1.2
32	Cc1ccc(NC(=O)N2C(=O)C3(OCCO3)c3ccccc32)cc1	2.5	0.7	16.6	-2.6	1.4	3.9	24.0	.	-15.1	10.8	0.9
33	O=S(=O)(c1ccc(Br)cc1)c1nc(-c2ccccc2)oc1N1CCOCC1	6.2	0.4	18.7	-5.2	-7.8	-0.1	.	89.0	11.9	26.2	2.6
34	NC(=O)c1cc([N+](=O)[O-])ccc1NCc1ccc(F)cc1	1.8	1.9	-6.1	-1.2	2.1	-8.2	-7.8	98.0	-4.1	6.9	3.1
35	CN(C)c1ccc(C=NCC2COc3ccccc3O2)cc1 (stereo unspecified)	0.7	0.4	19.4	-1.4	-1.2	-5.3	-12.7	102.5	-6.7	7.8	2.4
36	COc1ccc(CNc2cccc3[nH]c(C(F)(F)F)nc23)cc1OC	1.9	-0.8	-11.6	-1.8	3.2	-3.3	-8.3	99.5	0.3	9.4	6.1
37	N=c1c(S(=O)(=O)c2ccc(Br)cc2)cc2c(=O)n3ccccc3nc2n1CCN1CCOCC1	.	.	5.7	-0.9	-2.9	6.0	2.8	96.3	.	4.5	1.8
38	S=C1SCCN1Cc1ccccc1	.	.	-12.0	-3.3	3.1	-7.1	3.1	96.8	.	14.3	-0.1
39	O=C(O)CCCC(=O)NCCc1cccc(Cl)c1	3.9	0.2	-6.8	-2.5	1.4	3.6	-17.0	.	-12.9	15.7	3.4
40	CCN1CCN(C(CNS(=O)(=O)c2ccccc2)c2ccccc2)CC1 (stereo unspecified)	1.9	0.5	-0.5	-2.9	0.1	-4.0	2.0	105.5	-15.9	14.9	0.3
41	Cc1ccc(C(=O)Nc2ccccc2C(=O)NC(Cc2ccccc2)C(=O)O)cc1 (stereo unspecified)	4.9	-1.7	-4.3	-4.3	2.2	0.3	6.6	99.6	-26.0	20.4	2.7
42	COc1ccc([N+](=O)[O-])cc1N1C(=O)c2cccnc2C1=O	0.9	-2.1	7.8	-2.9	-2.1	-7.1	-0.2	108.9	12.8	13.5	2.1
43	COCC(=O)Nc1nnc(-c2ccc(C(C)(C)C)cc2)s1	3.0	-2.6	-0.3	-1.2	0.1	-4.6	-7.2	103.6	11.8	6.8	0.1
44	Cn1nc(CC(=O)NCc2ccc(C(F)(F)F)cc2)c2ccccc2c1=O	1.4	0.6	0.5	-0.5	3.0	-15.3	.	102.4	25.1	3.1	1.2
45	CCCCCCCCCC(=O)N[C@@H]1c2cc(OC)c(OC)cc2C[C@H]1O	-1.2	-2.5	1.2	-1.0	-0.3	-3.0	-1.3	100.8	.	5.1	0.7
46	O=C(/C=C/c1ccccc1)Nc1nnc(SCC(=O)c2ccc3ccccc3c2)s1	1.2	0.0	2.5	-2.0	1.8	7.0	-0.9	124.4	16.3	10.7	0.7
47	Cc1ccccc1NC(=O)COc1ccc2oc(=O)cc(C)c2c1	0.0	1.5	3.0	0.2	-1.1	3.0	-9.2	91.8	12.3	-1.2	3.8
48	CCC(=O)N(C(=O)CC)N1CCN(c2ccncc2S(=O)(=O)N2CCCCC2)CC1	-0.4	-2.8	-2.3	-2.2	3.1	8.1	-10.1	.	3.3	11.9	1.5
49	N#CC/C(N)=N/Nc1nc2ccccc2nc1Cc1ccccc1	-1.2	0.7	-3.1	1.4	0.9	2.8	-4.8	120.4	16.4	-6.0	-1.4
50	COc1ccc(CCNC(=O)C(=O)Nc2ccc3nc4n(c(=O)c3c2)CCCCC4)cc1OC	-0.8	-1.4	4.7	-1.8	-1.6	-10.3	3.5	95.1	-5.7	8.8	-2.2
51	COc1ccccc1CN1CCCC(C(=O)N2CCCCC2)C1 (stereo unspecified)	-2.1	-1.6	22.5	-1.3	0.9	0.3	8.2	.	1.7	6.3	-1.3
52	CCOC(=O)C1[C@H]2C(=O)N(C(C)c3ccc(OC)cc3)C[C@]23C=C[C@H]1O3 (stereo partly specified)	-1.6	-2.6	-41.2	0.9	0.1	-12.7	13.1	98.4	4.6	-5.0	-0.3
53	CCCO/N=C1/C(=O)N(c2ccccc2)c2ccccc21	-0.3	-0.9	4.8	-1.5	5.6	-7.4	-8.1	100.5	8.5	7.0	4.1
54	O=C(CSc1nnnn1-c1ccc(F)cc1F)Nc1ccccc1F	1.4	-0.3	14.7	-3.7	-4.0	-6.6	-7.8	103.5	-16.8	17.2	3.8
55	CCn1nccc1C(=O)Nc1ccc(S(=O)(=O)NC23CC4CC(CC(C4)C2)C3)cc1	0.8	-1.7	-30.5	2.8	1.4	-1.3	-136.1	103.4	-6.9	-15.9	1.7
56	CCOc1ccc(CCNC(=O)CSC(=S)N2CCCC2)cc1OCC	1.1	-1.5	-0.8	-1.8	0.3	7.9	10.9	112.0	-12.0	10.1	1.5
